IL-1B inflam inh: blocks inflammasome-driven IL-1 beta release | AID 743279 | THP-1 LPS/ATP IL-1B secretion, AlphaLISA, 16 h; active compounds read low | activity change, % at 57.5 µM | 360,000 compounds, 4.7% hits; in the data active = activity change below about -50%; inconclusive = mostly about -30% to -49%; also: % is scaled to controls: 0 for no effect and ±100 for the full control effect
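THP-1 cells pretreated 1 hr with compounds (up to 57.5 uM final), then stimulated with LPS (250 ng/mL final) plus ATP (1.25 mM final); secreted IL-1B measured by AlphaLISA after 16 hr, decreased signal indicating inhibition.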
KB-V1 cytotox: KB-V1 MDR subline cytotoxicity. KB-V1 MDR cells viability, CellTiter-Glo, 72 h. Potency, µM (series often up to 46.1 µM), for the others: at the top dose activity change, negative = cytotoxicity, hits mostly cytotoxic. 400,000 compounds, 3.4% hits; also: potency is read from the fitted curve at half-maximal effect; % is scaled to controls: 0 for no effect and ±100 for the full control effect; nearly all actives have a fitted effect of over 60% in size
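Readout: CellTiter-Glo luminescence, 10 min after addition. Cells: KB-V1 MDR subline, 72 h at 37 degrees C with compound. Analysis: corrected, normalized data fitted to concentration-effect curves.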
KB-3-1 cytotox: kills parental KB-3-1 adenocarcinoma cells. KB-3-1 viability, CellTiter-Glo ATP luminescence, 72 h. Potency, µM (series often up to 46.1 µM), inactives show top-dose activity change, negative = cytotoxic, hits mostly cytotoxic. 400,000 compounds, 1.4% hits; also: potency is read from the fitted curve at half-maximal effect; % is scaled to controls: 0 for no effect and ±100 for the full control effect; nearly all actives have a fitted effect of over 60% in size
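Cytotoxicity measured as CellTiter-Glo luminescence after 72 h at 37 C. Compound titrations were pinned onto drug-naive KB-3-1 parental adenocarcinoma cells grown in DMEM with 10% FBS, and normalized data fitted to concentration-response curves.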
MCF10A rereplic: induces DNA re-replication in MCF 10a normal breast cells; 350,000 compounds, 2.9% hits; Potency, µM (highest dose often 46.1 µM), for the others: at the highest dose activity, positive = re-replication, most hits filed as activators; MCF 10A DNA re-replication, Hoechst nuclear intensity, 48 h; AID 624296; also: potency is read from the fitted curve at half-maximal effect; % of control where 0% means no effect; nearly all actives have a fitted effect of over 50% in size
WRN helicase inh: WRN helicase (human) inhibition | Q14191 | WRN helicase unwinding, fluorescent forked duplex, kinetic | Potency, µM (titrated, usually from 114 µM), without a hit: at the highest dose activity change, negative = inhibition, most hits filed as inhibitors | 360,000 compounds, 0.46% hits; also: potency is read from the fitted curve at half-maximal effect; % is scaled to controls: 0 for no effect and ±100 for the full control effect; nearly all actives have a fitted effect of over 55% in size
Target sequence (Q14191 whole entry, looked up): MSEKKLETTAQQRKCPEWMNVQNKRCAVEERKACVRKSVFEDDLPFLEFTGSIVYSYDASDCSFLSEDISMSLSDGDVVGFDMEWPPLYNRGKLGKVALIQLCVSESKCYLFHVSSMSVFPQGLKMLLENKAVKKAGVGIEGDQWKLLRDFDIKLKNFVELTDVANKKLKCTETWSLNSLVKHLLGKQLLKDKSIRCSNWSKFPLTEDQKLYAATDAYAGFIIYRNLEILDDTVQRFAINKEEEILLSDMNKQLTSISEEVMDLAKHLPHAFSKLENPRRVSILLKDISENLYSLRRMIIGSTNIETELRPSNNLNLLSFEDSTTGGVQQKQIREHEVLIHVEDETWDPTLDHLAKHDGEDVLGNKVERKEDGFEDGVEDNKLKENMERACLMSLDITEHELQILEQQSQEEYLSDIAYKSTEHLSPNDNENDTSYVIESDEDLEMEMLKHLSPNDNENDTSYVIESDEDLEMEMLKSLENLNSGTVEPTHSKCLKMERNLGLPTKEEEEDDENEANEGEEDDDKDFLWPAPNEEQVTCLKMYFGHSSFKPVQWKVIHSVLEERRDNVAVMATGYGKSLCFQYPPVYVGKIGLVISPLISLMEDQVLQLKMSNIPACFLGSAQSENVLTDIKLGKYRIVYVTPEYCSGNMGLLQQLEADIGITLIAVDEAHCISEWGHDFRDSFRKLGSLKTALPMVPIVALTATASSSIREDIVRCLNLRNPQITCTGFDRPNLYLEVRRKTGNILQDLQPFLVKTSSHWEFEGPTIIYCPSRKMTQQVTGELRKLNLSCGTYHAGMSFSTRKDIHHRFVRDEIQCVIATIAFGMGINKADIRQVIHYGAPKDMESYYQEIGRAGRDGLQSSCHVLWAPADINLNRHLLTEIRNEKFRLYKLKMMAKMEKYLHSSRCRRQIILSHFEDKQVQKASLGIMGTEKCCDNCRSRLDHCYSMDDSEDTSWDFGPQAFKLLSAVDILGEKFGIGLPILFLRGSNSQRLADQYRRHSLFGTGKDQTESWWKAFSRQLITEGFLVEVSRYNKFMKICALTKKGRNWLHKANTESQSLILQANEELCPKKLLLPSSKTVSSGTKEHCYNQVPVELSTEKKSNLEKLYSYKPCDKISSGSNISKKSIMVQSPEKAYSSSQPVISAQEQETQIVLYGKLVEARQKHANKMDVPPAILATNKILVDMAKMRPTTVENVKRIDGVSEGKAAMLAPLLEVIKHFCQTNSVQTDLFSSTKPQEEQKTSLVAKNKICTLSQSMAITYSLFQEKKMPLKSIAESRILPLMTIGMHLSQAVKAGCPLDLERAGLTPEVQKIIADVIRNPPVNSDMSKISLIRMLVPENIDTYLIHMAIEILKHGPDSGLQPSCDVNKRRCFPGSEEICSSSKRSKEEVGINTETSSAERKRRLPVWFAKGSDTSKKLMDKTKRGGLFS
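Kinetic red-fluorescence monitoring (525/598 nm) tracks WRN helicase activity after 100 nM fluorophore-quencher forked duplex and 2 mM ATP are added to 20 nM enzyme pretreated 15 min at room temperature with compound.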
SW480 rerep: inducers of DNA re-replication in SW480 colon cancer cells; SW480 DNA re-replication, Hoechst DNA content imaging, 48 h; Potency, µM (highest dose often 46.1 µM), for the others: at the top dose re-replication activation, usual class: activators; 340,000 compounds, 1.8% hits; AID 624297; also: potency is read from the fitted curve at half-maximal effect; % of control where 0% means no effect; nearly all actives have a fitted effect of over 55% in size
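Image-based read-out: total Hoechst fluorescence of nuclei (405 nm excitation, 500-530 nm emission), with hits raising the fraction of high-intensity nuclei. SW480 colon cells incubated 48 hr with compounds at 37 C.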
HT1080 IDH1KD tx: toxicity to HT-1080 IDH1 knockdown cells (counter line) | 360,000 compounds, 2% hits | Potency, µM (series often up to 46.1 µM), without a hit: at the highest dose activity, negative = toxicity, usual class: cytotoxic | AID 686971 | HT-1080 IDH1 knockdown viability, ATP luminescence, 48 h;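 also: potency is read from the fitted curve at half-maximal effect; 0% = DMSO wells and -100% = cell-free medium wells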
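Luminescent ATP read-out (CellTiter-Glo, 10 min at room temperature) after 48 h compound exposure at 37 °C gave viability of IDH1-knockdown HT-1080 cells. Activity was normalised to DMSO and cell-free wells, then fitted as concentration-response curves.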
HT1080NT lethal: kills 2HG-producing HT-1080-NT fibrosarcoma cells. HT-1080-NT fibrosarcoma viability, CellTiter-Glo ATP luminescence, 48 h. Potency, µM (top dose mostly 46.1 µM), inactives show at the highest dose activity, negative = less viability, hits mostly cytotoxic. 360,000 compounds, 1.6% hits. AID 686970;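 also: NT is the 2HG producing partner of a matched IDH1 knockdown line; potency is read from the fitted curve at half-maximal effect; 0% = DMSO-treated cells and -100% = media-only wells without cells; nearly all actives have a fitted effect of over 55% in size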
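750 cells/well, RPMI + 5% FBS; 2 h settle, compound pin-transfer, 48 h at 37 degrees C. CellTiter-Glo 10 min RT, luminescence. Normalized to DMSO and media-only wells.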
ATXN2 expr inh: inhibitors of ATXN2 expression. 360,000 compounds, 0.72% hits. Potency, µM (series often up to 57 µM), inactives show at the highest dose activity change, negative = inhibition, usual class: inhibitors. HEK-293 ATXN2-luciferase reporter, luminescence, 24 h; also: potency is read from the fitted curve at half-maximal effect; % is scaled to controls: 0 for no effect and ±100 for the full control effect; nearly all actives have a fitted effect of over 55% in size
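qHTS (up to 57 uM final) was run with 24 h compound exposure of reporter cells at 37 °C. Each well was multiplexed: SteadyGlo luminescence measured ATXN2-luciferase expression after a fluorogenic Gly-Phe-AFC viability readout (25 uM final).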
Active calls of the source: *; & = joins results of further samples; [ ] = dose if it differs, or a comment. Unless noted, calls follow the shape of the dose curve; as a rule, active = well fitted curve in the direction sought with a large enough effect; inconclusive = small, poorly fitted or top-dose-only effect, or another doubt; inactive = no such curve, though single readings can be large; an effect the other way counts as inactive or inconclusive. No enrichment for hits. Share with any hit: about 12%.

Results for O=C(CN1CCN(Cc2ccc(Cl)cc2)C1=O)NCc1cccs1 ?
IL-1B inflam inh: 14; KB-V1 cytotox: -3%; KB-3-1 cytotox: 2%; MCF10A rereplic: 1%; WRN helicase inh: 0%; SW480 rerep: -6%; HT1080 IDH1KD tx: -2%; HT1080NT lethal: 4%

What do the screens show for `O=C(NCCCN1CCN(CCCNC(=O)c2ccc3c(c2)OCO3)CC1)c1ccc2c(c1)OCO2`?
IL-1B inflam inh: -27; KB-V1 cytotox: 1%; KB-3-1 cytotox: 13%; MCF10A rereplic: -6%; WRN helicase inh: 11%; SW480 rerep: 10%; HT1080 IDH1KD tx: 14%; HT1080NT lethal: 11%; ATXN2 expr inh: -7%

Results for CC(C)CC1C(=O)N(Cc2cn(CCC3OCCO3)nn2)CCS(=O)(=O)N1Cc1ccc(-c2ccc(F)cc2)cc1 (stereo not drawn) ?
IL-1B inflam inh: -29; KB-V1 cytotox: inconclusive; KB-3-1 cytotox: -6%; WRN helicase inh: -5%; HT1080 IDH1KD tx: inconclusive; HT1080NT lethal: inconclusive; ATXN2 expr inh: inconclusive

Results for Cc1ccc(C(=O)CSc2nnc(Cn3nnc4ccccc43)n2C)cc1 ?
IL-1B inflam inh: 16; KB-V1 cytotox: -4%; KB-3-1 cytotox: -2%; MCF10A rereplic: 0%; WRN helicase inh: -11%[57.1 µM]; SW480 rerep: -1%; HT1080 IDH1KD tx: 3%[9.24 µM]; HT1080NT lethal: inconclusive; ATXN2 expr inh: 9%

How did COc1ccc2c(c1)C(c1ccc([N+](=O)[O-])cc1)=NNC(c1ccco1)=N2 do in these assays?
IL-1B inflam inh: -17; KB-V1 cytotox: -12%; KB-3-1 cytotox: -7%; MCF10A rereplic: -1%; WRN helicase inh: -13%; SW480 rerep: 2%; HT1080 IDH1KD tx: -16%; HT1080NT lethal: inconclusive; ATXN2 expr inh: 4%

How did CCCCCOC(=O)CSc1nc2c(c(=O)[nH]c(=O)n2C)n1Cc1ccc(Cl)cc1 do in these assays?
IL-1B inflam inh: 14; KB-V1 cytotox: 21%; KB-3-1 cytotox: 1%; MCF10A rereplic: 0%; WRN helicase inh: -8%; SW480 rerep: -14%; HT1080 IDH1KD tx: 1%; HT1080NT lethal: 5%; ATXN2 expr inh: 5%

What do the screens show for `COC(=O)CCc1c(C)[nH]c(=S)[nH]c1=O`?
IL-1B inflam inh: 6; KB-V1 cytotox: 2%; KB-3-1 cytotox: -1%; MCF10A rereplic: -3%; WRN helicase inh: -10%; SW480 rerep: -1%; HT1080 IDH1KD tx: 2%; HT1080NT lethal: -3%; ATXN2 expr inh: 0%

What do the screens show for `COc1ccc(SCCN2CC[C@@H](O)CCC2=O)cc1`?
IL-1B inflam inh: 3; KB-V1 cytotox: 10%&-9%; KB-3-1 cytotox: 1%&-6%; MCF10A rereplic: 20%; WRN helicase inh: 0%; SW480 rerep: 3%; HT1080 IDH1KD tx: -3%; HT1080NT lethal: -1%; ATXN2 expr inh: -4%

Results for COc1ccc2c(C)c(CCC(=O)NC3CC3)c(=O)oc2c1C ?
IL-1B inflam inh: -19; KB-V1 cytotox: -4%; KB-3-1 cytotox: 0%; MCF10A rereplic: 14%; WRN helicase inh: -3%; SW480 rerep: 6%; HT1080 IDH1KD tx: 3%; HT1080NT lethal: 12%; ATXN2 expr inh: 21%

How did C[C@@H]1CCCCO[C@H](CN(C)Cc2ccc3c(c2)OCO3)[C@H](C)CN([C@@H](C)CO)C(=O)c2cc(NC(=O)c3ccccc3)ccc2O1 do in these assays?
IL-1B inflam inh: -14; KB-V1 cytotox: 0%; KB-3-1 cytotox: -14%; WRN helicase inh: -6%; HT1080 IDH1KD tx: inconclusive; HT1080NT lethal: inconclusive; ATXN2 expr inh: -23%

How did CCOc1ccc(NS(=O)(=O)c2cc(C(=O)NCCCN3CCOCC3)ccc2C)cc1 do in these assays?
IL-1B inflam inh: -3; KB-V1 cytotox: -19%; KB-3-1 cytotox: -10%; MCF10A rereplic: 0%; WRN helicase inh: 6%; SW480 rerep: 3%; HT1080 IDH1KD tx: 11%; HT1080NT lethal: 2%

Results for CCOC(=O)C1CCC(CNCc2ccc(Cl)cc2)CC1 (stereo not drawn) ?
IL-1B inflam inh: -9; KB-V1 cytotox: 0%; KB-3-1 cytotox: inconclusive; MCF10A rereplic: inconclusive; WRN helicase inh: 9%; SW480 rerep: -4%; HT1080 IDH1KD tx: -20%; HT1080NT lethal: -2%; ATXN2 expr inh: -28%

Results for CCCNCc1cc(OCC)c(OCC(=O)Nc2ccccc2)cc1Br ?
IL-1B inflam inh: -11; KB-V1 cytotox: -5%; KB-3-1 cytotox: -6%; MCF10A rereplic: 17%; WRN helicase inh: 1%; SW480 rerep: -4%; HT1080 IDH1KD tx: 1%; HT1080NT lethal: -12%; ATXN2 expr inh: 6%

Results for CC(C)NC(=O)C1(C)CCN1C(=O)c1cccn1C (stereo not drawn) ?
IL-1B inflam inh: 15; KB-V1 cytotox: 5%; KB-3-1 cytotox: 0%; WRN helicase inh: -1%; HT1080 IDH1KD tx: 4%; HT1080NT lethal: 21%; ATXN2 expr inh: 11%

What do the screens show for `O=C(N/N=C/c1cc2c(cc1Br)OCO2)c1ccccn1`?
IL-1B inflam inh: -7; KB-V1 cytotox: inconclusive; KB-3-1 cytotox: -28%; MCF10A rereplic: 2%; WRN helicase inh: 1%; SW480 rerep: -3%; HT1080 IDH1KD tx: -16%; HT1080NT lethal: 1%; ATXN2 expr inh: 23%

Results for CCC(=O)Nc1ccccc1Nc1cc(C#N)c(C#N)cc1[N+](=O)[O-] ?
IL-1B inflam inh: 52; KB-V1 cytotox: 17%; KB-3-1 cytotox: 0%; MCF10A rereplic: 0%; WRN helicase inh: 9%; SW480 rerep: inconclusive; HT1080 IDH1KD tx: -19%; HT1080NT lethal: -13%; ATXN2 expr inh: -8%

How did COc1cc(NC(=S)NCCN2CCOCC2)cc(OC)c1OC do in these assays?
IL-1B inflam inh: -16; KB-V1 cytotox: inconclusive; KB-3-1 cytotox: -11%; MCF10A rereplic: inconclusive; WRN helicase inh: 4%; SW480 rerep: 3%; HT1080 IDH1KD tx: 2%; HT1080NT lethal: 0%; ATXN2 expr inh: -4%

How did COC(=O)C1=C(C(=O)OC)[C@@H]2N(C)c3ccc(OC)cc3[C@@]23C[C@@H](C(=O)OC)N(C(=O)c2cccs2)C3=N1 do in these assays?
IL-1B inflam inh: 19; KB-V1 cytotox: inconclusive; KB-3-1 cytotox: 0%; MCF10A rereplic: -2%; WRN helicase inh: -12%; SW480 rerep: -16%; HT1080 IDH1KD tx: 10%; HT1080NT lethal: 5%; ATXN2 expr inh: -13%

Results for O=C(N1CCN(CCO)CC1)N1c2ccccc2CCc2ccccc21 ?
IL-1B inflam inh: 15; KB-V1 cytotox: -5%; KB-3-1 cytotox: -1%; MCF10A rereplic: -1%; WRN helicase inh: 1%; SW480 rerep: -4%; HT1080 IDH1KD tx: 1%; HT1080NT lethal: -1%

How did COC(=O)CN(C(=S)Nc1ccc(F)cc1)C1CC(=O)N(c2ccc(OC)cc2)C1=O (stereo not drawn) do in these assays?
IL-1B inflam inh: 36; KB-V1 cytotox: inconclusive; KB-3-1 cytotox: -3%; MCF10A rereplic: -7%; WRN helicase inh: -3%; SW480 rerep: 8%; HT1080 IDH1KD tx: -1%; HT1080NT lethal: -17%; ATXN2 expr inh: -7%

How did O=C(OC1CCOC1=O)c1ccc(-c2nc3ccccc3s2)s1 (stereo not drawn) do in these assays?
IL-1B inflam inh: 33; KB-V1 cytotox: 16%; KB-3-1 cytotox: -7%; MCF10A rereplic: 6%; WRN helicase inh: -20%; SW480 rerep: -4%; HT1080 IDH1KD tx: inconclusive; HT1080NT lethal: -27%; ATXN2 expr inh: 21%

What do the screens show for `O=C(O)CN1C(=O)/C(=C/c2ccccc2Br)Oc2ccccc21`?
IL-1B inflam inh: 11; KB-V1 cytotox: 12%; KB-3-1 cytotox: 0%; MCF10A rereplic: 4%; WRN helicase inh: -8%; SW480 rerep: -3%; HT1080 IDH1KD tx: 2%; HT1080NT lethal: 0%; ATXN2 expr inh: -7%

What do the screens show for `CCc1nc2ccc(C(=O)NCc3ccc4c(c3)OCO4)cn2c1N(CC)CCN(C)C`?
IL-1B inflam inh: -22; KB-V1 cytotox: -8%; KB-3-1 cytotox: 5%; WRN helicase inh: -3%[57.1 µM]; HT1080 IDH1KD tx: 2%; HT1080NT lethal: 8%; ATXN2 expr inh: 11%

What do the screens show for `C#CCN1N=C(c2ccc(C)cc2)CSC1=O`?
IL-1B inflam inh: inconclusive; KB-V1 cytotox: 0%; KB-3-1 cytotox: 3%; MCF10A rereplic: 12%; WRN helicase inh: 4%; SW480 rerep: 1%; HT1080 IDH1KD tx: 2%; HT1080NT lethal: 1%; ATXN2 expr inh: 10%

Quoted at random: two entries already listed, in no set order.
How did COC(=O)C1=C(C(=O)OC)[C@@H]2N(C)c3ccc(OC)cc3[C@@]23C[C@@H](C(=O)OC)N(C(=O)c2cccs2)C3=N1 do in these assays?
IL-1B inflam inh: 19; KB-V1 cytotox: inconclusive; KB-3-1 cytotox: 0%; MCF10A rereplic: -2%; WRN helicase inh: -12%; SW480 rerep: -16%; HT1080 IDH1KD tx: 10%; HT1080NT lethal: 5%; ATXN2 expr inh: -13%

How did C[C@@H]1CCCCO[C@H](CN(C)Cc2ccc3c(c2)OCO3)[C@H](C)CN([C@@H](C)CO)C(=O)c2cc(NC(=O)c3ccccc3)ccc2O1 do in these assays?
IL-1B inflam inh: -14; KB-V1 cytotox: 0%; KB-3-1 cytotox: -14%; WRN helicase inh: -6%; HT1080 IDH1KD tx: inconclusive; HT1080NT lethal: inconclusive; ATXN2 expr inh: -23%

Source: PubChem
